All columns: NCI-60 one-dose screen, growth in % after 48 h at 10 µM unless noted; 100 = growth as untreated, 0 = no growth, -100 = all killed.
CAKI-1 = CAKI-1 renal cancer; 75,000 tested, 4.7% active; AID 1794772
NCI/ADR-RES = NCI/ADR-RES ovarian cells; 81,000 tested, 4.4% active
RXF 393 = RXF 393 renal cancer cells; 77,000 tested, 6.9% active; AID 1794773
NCI-H23 = NCI-H23 lung cancer; 80,000 tested, 4% active
NCI-H522 = NCI-H522 lung cancer; 78,000 tested, 8% active; AID 1794739
A498 = A498 renal cancer cells. 76,000 tested, 5.4% active. AID 1794774
NCI-H460 = NCI-H460 lung cancer | 82,000 tested, 6.8% active
ACHN = ACHN renal cancer; 81,000 tested, 4.9% active; AID 1794771
NCI-H226 = NCI-H226 lung cancer; 79,000 tested, 3.5% active
Numbers without * were called inactive; . = not tested or not shown; & = joins results of further samples. How the source made its calls: active means growth percent below 10; inactive means the rest.

SMILES	CAKI-1	NCI/ADR-RES	RXF 393	NCI-H23	NCI-H522	A498	NCI-H460	ACHN	NCI-H226
O=S(=O)(O)c1ccc(N=Nc2c(S(=O)(=O)O)cc3cc(S(=O)(=O)O)cc(O)c3c2O)cc1	.	94	123	103	100	115	107	94	107
O=C1OC(c2nc3ccccc3s2)=C/C1=C\c1ccc(O)cc1	85	106	119	99	91	108	101	100	99
COc1ccc2c(c1)CCc1[nH]nc(-c3cc(OC)c(OC)c(OC)c3)c1-2	26	1.0*	23	13	-22*	-9.6*	3.9*	25	41
COc1ccc(S(=O)(=O)N2CCCCC2)cc1NC(=O)c1[nH]c(C)c2c1CCCCC2=O	11	28	3.5*	26	7.2*	-19*	35	20	46
CCCCNC(=S)NS(=O)(=O)c1ccc(CCN2C(=O)/C(=C/c3ccc(OC)cc3)N=C2C)cc1	95	100	109	109	93	136	110	108	91
CCC(O)(CCN(C)C)c1ccccc1 (stereo not given)	100	99	92	91	87	100	107	94	92
CC12CC[C@@H]3[C@]4(C)COC(c5ccccc5Cl)O[C@@H]4CC[C@@]3(C)[C@@H]1CC(C1=CCOC1=O)O2 (stereo not given in full)	85	78	108	76	60	58	87	91	76
C[C@H]1CN(C(=O)c2ccc3c(NNC(=O)c4ccncn4)nc4cc(F)c(F)cc4n23)CCN1	15	4.0*	53	38	68	50	6.7*	9.0*	6.3*
Cc1c[n+]([O-])ccc1Br	107	100	.	103	98	108	107	104	106
O=C(N/N=C/c1ccccc1O)C(O)c1ccccc1 (stereo not given)	42	57	96	97	.	80	81	87	97
O=c1nc(Nc2cc(Cl)ccc2O)sc2ccccc12	58	51	61	70	46	88	48	56	65
COc1ccc(CCN2CCCN3C2=Nc2ccccc2S3(=O)=O)cc1	46	16	-0.4*	29	17	0.8*	13	51	62
CC(=O)C(N=Nc1ccc(S(=O)(=O)Nc2ccccn2)cc1)C(=O)Nc1ccc(Cl)cc1 (stereo not given)	94	99	83	101	89	91	100	102	99
Nc1ncc(-c2ccc(C(=O)O)cc2)nc1-c1ccc(C(F)(F)F)cc1	109	105	97	97	104	.	108	106	100
Cc1ccc(-c2cc(Cc3c(Cl)cccc3Cl)c(=O)n(Cn3cnc4c(N)ncnc43)n2)cc1C	87	100	122	100	80	95	111	90	94
Nc1ncc(-c2ccc3ncnc(Nc4cccc(Cl)c4)c3c2)cn1	26	52	25	59	3.2*	-9.8*	55	22	51
COc1ccc(-c2ccnc3c(C#N)c(SC)nn23)cc1	67	49	88	95	41	75	100	104	93
COc1cc(-c2ccccc2)c(-c2nc(-c3ccccc3)c(-c3ccccc3)n2CC(C)C)cc1OC	.	65	76	63	43	90	63	.	70
N=C(N)Sc1n[nH]c(=O)[nH]c1=O	109	120	110	117	.	90	99	102	108
C=CCNc1nc(O)c(/C=C2\C=Nc3ncccc32)s1	30	42	-41*	6.8*	-5.3*	-35*	2.2*	-1.2*	11

Among those listed so far, these contain a carbonyl joined to an NH by a bond outside any ring.
SMILES	CAKI-1	NCI/ADR-RES	RXF 393	NCI-H23	NCI-H522	A498	NCI-H460	ACHN	NCI-H226
COc1ccc(S(=O)(=O)N2CCCCC2)cc1NC(=O)c1[nH]c(C)c2c1CCCCC2=O	11	28	3.5*	26	7.2*	-19*	35	20	46
C[C@H]1CN(C(=O)c2ccc3c(NNC(=O)c4ccncn4)nc4cc(F)c(F)cc4n23)CCN1	15	4.0*	53	38	68	50	6.7*	9.0*	6.3*
O=C(N/N=C/c1ccccc1O)C(O)c1ccccc1 (stereo not given)	42	57	96	97	.	80	81	87	97
CC(=O)C(N=Nc1ccc(S(=O)(=O)Nc2ccccn2)cc1)C(=O)Nc1ccc(Cl)cc1 (stereo not given)	94	99	83	101	89	91	100	102	99

Additional structures.
SMILES	CAKI-1	NCI/ADR-RES	RXF 393	NCI-H23	NCI-H522	A498	NCI-H460	ACHN	NCI-H226
CC(=O)c1ccc(NC(=O)CSc2nc(-c3ccccc3Cl)ns2)cc1	101	95	79	95	97	80	99	87	.
Cc1cc2nc(N)c3c4ccccc4cn3c2cc1C	84	95	104	89	81	99	97	87	103
NC(N)=NS(=O)(=O)c1ccc(NC2=C(I)C(=O)c3ncccc3C2=O)cc1	90	94	108	90	81	97	103	93	87
CCC(N)CCC(=O)O (stereo not given)	96	104	127	97	99	105	107	104	99
Cc1ccc(-c2nc3ccc(C(=O)N=Nc4c(O)[nH]c5ccc([N+](=O)[O-])cc45)cc3[nH]2)cc1	96	103	83	65	78	116	103	97	45
NC(=N\N=C/c1ccc(Cl)cc1Cl)/C(N)=N\N=C/c1ccc(Cl)cc1Cl	70	82	84	87	80	-2.9*	21	17	63
O=C1NC(=O)/C(=C/c2cn(-c3ccccc3)nc2-c2ccccc2)S1	86&87	89&101	97	77&85	66&78	89&26	67&89	75&91	86&88
O=[N+]([O-])/C(=C\c1ccco1)c1ccccc1Cl	67	85	67	92	23	42	68	81	90
COc1cc(C2=NN(c3ccc(S(N)(=O)=O)cc3)C(c3ccc(Cl)cc3)C2)cc(OC)c1OC (stereo not given)	53	37	35	.	45	35	26	47	56
COc1cc(CNC(=O)Cc2ccccc2)ccc1OCC(=O)NO	87	96	101	95	96	.	108	97	93

Entries of single compounds from above:
COc1cc(CNC(=O)Cc2ccccc2)ccc1OCC(=O)NO is listed with CAKI-1: 87; NCI/ADR-RES: 96; RXF 393: 101; NCI-H23: 95; NCI-H522: 96; A498: .; NCI-H460: 108; ACHN: 97; NCI-H226: 93
COc1cc(C2=NN(c3ccc(S(N)(=O)=O)cc3)C(c3ccc(Cl)cc3)C2)cc(OC)c1OC (stereo not given) is listed with CAKI-1: 53; NCI/ADR-RES: 37; RXF 393: 35; NCI-H23: .; NCI-H522: 45; A498: 35; NCI-H460: 26; ACHN: 47; NCI-H226: 56

Next compounds follow.
SMILES	CAKI-1	NCI/ADR-RES	RXF 393	NCI-H23	NCI-H522	A498	NCI-H460	ACHN	NCI-H226
CCCCOC(=O)CSC#N	96	107	96	96	100	91	104	102	84
OCCn1cc(-c2nc3ccc4[nH]ncc4c3c3c2CCCC3)cn1	1.7*	77	-13*	43	39	-3.6*	20	16	18
C/C(=N\NC(=O)CSc1nc2ccccc2c(=O)n1CCc1ccc(S(N)(=O)=O)cc1)c1ccccc1Cl	83	95	99	92	73	83	95	97	88
O=C(Cn1c(=O)sc2nc3ccccc3nc21)Nc1ncc(Cc2ccc(Cl)c(C(F)(F)F)c2)s1	51	91	107	101	86	111	101	80	90
CCOC(=O)c1csc(NC(=O)c2ccc(Nc3ccc(Cl)c(Cl)c3)c([N+](=O)[O-])c2)n1	84	93	92	89	85	92	98	88	72
COC(=O)c1cc(-c2cccnc2)[nH]c(=O)c1C#N	91	103	107	103	93	103	104	107	101
CC(=O)O[C@H]1Cc2c([nH]c3ccccc23)[C@H](c2ccc(Cl)cc2)N1C(=O)CCNC(C)(C)C	85	111	99	109	100	.	108	96	96
NC(=O)Nc1ccc(-n2cnc3cc(-c4ccc(O)cc4)ccc32)cc1	95	103	123	103	73	.	102	92	110
CCCCCCCCCCCCC1CCC(=O)O1 (stereo not given)	92	100	123	101	87	96	107	97	100
N/N=c1\nc2c(cnn2-c2ccccc2)c2[nH]n3c(C(F)(F)F)nnc3[nH]n12	87	105	95	93	92	104	99	93	94
O=C(CN1CCN(CC(=O)c2ccc(Cl)cc2)CC1)c1ccc(Cl)cc1	83	90	121	91	.	69	99	97	100
COc1ccc(-c2nc(-c3nc4ccc(F)cc4[nH]3)c3ccccn23)cc1	68	56	87	84	44	25	88	77	82
O=S(=O)(NC1CC2CCC1C2)c1ccc2c(c1)/C(=N/O)c1cc(S(=O)(=O)NC3C4CC5CC(C4)CC3C5)ccc1-2 (stereo not given)	79	102	100	97	95	107	108	95	98
COc1cc(Br)cc(C=O)c1O	88	114	.	112	93	135	124	93	.
CC/C(=C\c1ccc(O)c(O)c1)C(=O)NC(Cc1ccccc1)C(=O)C(=O)NCc1ccccc1 (stereo not given)	92	98	97	92	87	89	100	99	97
Cc1cc(N2CCOCC2)nc(N2CCN(CC(=O)Nc3ccc4c(ccn4Cc4ccccc4)c3)CC2)n1	85	81	59	86	83	38	89	99	89
O=C(O)c1ccc(NC2(C(=O)O)CCCC2)cc1	112	110	138	110	92	126	116	98	98
CC1=C(C(=O)c2ccccc2)C(c2ccc3c(c2)OCO3)NC(=O)N1 (stereo not given)	91	103	109	107	90	.	114	108	97
Cn1cc(-c2ccc3nc(-c4ccc(CC(=O)ONc5cc(C(C)(C)C)on5)cc4)cnc3c2)cn1	6.9*	33	29	44	39	16	25	13	43
O=C(CNCc1ccccc1)Nc1ccc(-c2nc3ccccc3s2)cc1	91	101	104	91	90	.	96	100	84
C[N+]1(CCCCCCCCCC[N+]2(C)CCCCCC2)CCCCCC1	130	116	134	100	.	90	105	104	113
CSC(=N\N=C\c1ccc(Cl)cc1)/N=C/N(C)C	107	117	103	114	93	107	110	104	100
Cc1cccc(/C=C/c2nn3c(-c4ccco4)nnc3s2)c1	91	92	111	.	95	78	102	102	97
COc1ccc2c(c1)C1=NN(C(C)=O)C(c3cc(OC)c(OC)c(OC)c3)C1C2 (stereo not given)	93	107	92	89	48	96	106	94	93
c1ccc(-c2n(Cc3ccc4ccccc4c3)cc[n+]2Cc2ccc3ccccc3c2)cc1	.	82	-85*	-39*	.	-20*	-78*	13	-9.0*
C=C(C)[C@H]1CC2=C(C(=O)OC)C=C(/C=C(\C)C[C@H]3C=C(CC1=O)C(=O)O3)O2	91	109	112	106	97	63	105	107	100
N/C(=N\c1nc2ccccc2[nH]1)NC(=O)Cc1cccc2ccccc12	83	80	92	76	64	81	84	89	89
CCOc1ccc(NC(=S)N2CCC(CCCC3CCN(C(=S)Nc4ccc(OCC)cc4)CC3)CC2)cc1	70	94	110	76	78	79	92	83	77
CC(C)(C)c1cc(NC(=O)Nc2ccc(-c3cn4c5c(sc4n3)CCc3c[nH]cc3-5)cc2)no1	14	29	-24*	14	32	-18*	4.4*	21	34
NCC(=O)Nc1ccc(O)c(C(=O)O)c1	92	106	114	107	107	106	111	107	102
NC(CCC(=O)O)C(=O)NNc1n[nH]c(=S)n1N (stereo not given)	100	100	.	98	90	92	103	102	97
C=C(C)[C@@H]1CC[C@]2(CO)CC[C@]3(C)[C@H](CC[C@@H]4[C@@]5(C)C=C(C#N)C(=O)C(C)(C)[C@@H]5CC[C@]43C)[C@@H]12	23	13	-61*	17	24	-0.3*	-7.1*	12	26
CCOC(=O)c1c(C)nc2c(c1N)CC(=O)N2Cc1cc(OC)cc(OC)c1	91	85	100	83	67	77	102	98	81
O=C(O)c1cn(C2CC2)c2cc(N3CCN(C(=O)c4ccc(Br)cc4)CC3)c(F)cc2c1=O	79	79	99	94	94	60	101	91	101
CCOC(=O)c1cc(C(=O)c2ccccc2)n2ccc(-c3ccn4c(C(=O)c5ccccc5)cc(C(=O)OCC)c4c3)cc12	.	96	107	93	87	100	102	119	102
COc1cc(C=O)ccc1OCCOc1ccc(/C=N/NC(=O)Cn2c(C(C)C)nc3ccccc32)cc1OC	92	105	113	95	94	109	104	103	103
Cc1cc2nc3c4ccccc4n(CC(=O)O)c3nc2cc1C	81	104	122	96	92	125	104	101	74

Source: PubChem
